ZTA counter – counter-screen for EBNA-1 inhibitors: inhibitors of Epstein-Barr virus ZTA; P03206; ZTA-DNA binding, fluorescence polarization; inhibition, % at 11 µM; 320,000 tested, 0.15% active; AID 2234; in the data active means inhibition above about 33%
MEX-5 binding – C. elegans MEX-5 TCR-2 RNA binding activity | AID 1832 | MEX-5/FITC-TCR2 RNA binding, fluorescence polarization; stronger effect = lower value | activity score (negative = inhibition of binding), % at 10 µM | 300,000 tested, 0.38% active;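 active means inhibition past about -25% in most replicates, and total fluorescence under double the plate's negative control median, limit read from the data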;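 further: 0% = DMSO and -100% = 5 µM competing unlabeled TCR2 RNA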
Target sequence (Q9XUB2 whole entry, looked up): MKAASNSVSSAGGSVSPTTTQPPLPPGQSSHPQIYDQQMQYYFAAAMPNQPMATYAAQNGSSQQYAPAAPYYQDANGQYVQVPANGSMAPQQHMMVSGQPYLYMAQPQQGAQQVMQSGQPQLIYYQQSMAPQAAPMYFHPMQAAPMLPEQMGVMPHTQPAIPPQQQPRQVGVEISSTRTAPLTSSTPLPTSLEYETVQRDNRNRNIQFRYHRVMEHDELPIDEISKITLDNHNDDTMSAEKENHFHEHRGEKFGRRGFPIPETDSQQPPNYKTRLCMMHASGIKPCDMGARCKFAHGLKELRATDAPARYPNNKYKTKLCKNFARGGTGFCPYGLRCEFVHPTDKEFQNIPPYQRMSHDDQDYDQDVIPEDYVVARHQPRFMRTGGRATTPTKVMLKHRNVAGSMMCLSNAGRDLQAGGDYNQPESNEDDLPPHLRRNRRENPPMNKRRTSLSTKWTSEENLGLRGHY
EBNA-1 inh – blocks EBNA-1 binding to DNA; inhibition, % at 14.8 µM; AID 1950; EBNA-1 DNA binding, fluorescence polarization; 300,000 tested, 0.34% active; in the data active means inhibition above about 28%
MCL1 BIM primary – disrupts human MCL1 binding to BIM-BH3 peptide; Q07820; GST-MCL1 / FITC-Bim-BH3 fluorescence polarization; inhibition, % at 10.9 µM; 320,000 tested, 0.68% active; AID 2057;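 active means inhibition above the mean inhibition of all tested compounds plus 3 SD, set per campaign, cut at about 40% in these data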;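 further: 0% = DMSO wells and 100% = unlabeled Bim-BH3 peptide control; higher means more loss of mP so more displacement of Bim peptide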
Target sequence (Q07820 whole entry, looked up): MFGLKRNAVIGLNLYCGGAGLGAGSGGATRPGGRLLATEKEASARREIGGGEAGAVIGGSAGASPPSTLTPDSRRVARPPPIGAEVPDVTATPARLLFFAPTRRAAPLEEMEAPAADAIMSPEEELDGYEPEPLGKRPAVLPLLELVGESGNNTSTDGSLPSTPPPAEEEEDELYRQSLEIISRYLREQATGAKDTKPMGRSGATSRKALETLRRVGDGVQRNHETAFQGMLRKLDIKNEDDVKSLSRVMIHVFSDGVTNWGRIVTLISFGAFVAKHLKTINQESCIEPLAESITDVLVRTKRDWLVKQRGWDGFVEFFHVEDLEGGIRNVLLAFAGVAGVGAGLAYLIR
Fam108B counter – Fam108B inhibition, counter-screen for RBBP9 inhibitors. recombinant Fam108B, FP-Rh probe fluorescence polarization. inhibition, % at 9.51 µM. 300,000 tested, 0.33% active. AID 1947;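 active means inhibition above the screen mean inhibition plus 3 SD, computed separately per campaign, cut at about 18% in these data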;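 further: inhibitors lower polarization as less probe binds the enzyme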
Yeast superoxide – lowers age-related superoxide in aged yeast cells. superoxide response (% of plate mean), % at 10 µM. S. cerevisiae aged cells, superoxide DHE fluorescence; stronger effect = lower value. 330,000 tested, 0.18% active;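 active means superoxide response under a set limit, about three screen SD below normal, cut at about 65% in these data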;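 further: yeast aged for seven days with compound at 30 °C before DHE staining; 100% = average MFI of all compound-treated wells on the plate with controls excluded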
Efflux pump inh – antifungal efflux pump inhibition, Nile Red retention; 330,000 tested, 0.44% active; AID 485275; S. cerevisiae Candida pump triplex; inhibition, % at 10 µM;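 active means plate passing quality check with inhibition over a set limit, or well fluorescence over plate mean plus 4 SD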;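 further: Nile Red retained in pooled yeast measured as flow cytometry median fluorescence; 0% = buffer negative control and 100% = Enniatin B positive control; higher means more Nile Red kept so more efflux inhibition; some compounds called inactive have numbers as strong as hits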
GLD-1 RNA inh – GLD-1-TGE RNA interaction inhibition (C. elegans) | Q17339 | purified GLD-1 + fluorescein TGE RNA, fluorescence polarization | inhibition, % at 5.96 µM | 320,000 tested, 0.44% active;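 active means percent inhibition above a per-plate cutoff, the plate mean of test compounds plus 3 SD, cut at about 30% in these data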;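 further: 0% = DMSO wells with GLD-1 and probe and 100% = wells lacking GLD-1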
BCLXL inh – Bcl-xL (human) inhibition; GST-Bcl-xL / FITC-Bim BH3 peptide fluorescence polarization; Q07817; inhibition, % at 10.9 µM; AID 2129; 320,000 tested, 0.7% active;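 active means inhibition above the mean of all tested compounds plus 3 SD, cutoff set per campaign, cut at about 30% in these data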;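 further: 0% = DMSO wells and 100% = unlabeled Bim-BH3 peptide competitor; inhibitors lower millipolarization by displacing the labeled peptide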
Target sequence (Q07817 whole entry, looked up): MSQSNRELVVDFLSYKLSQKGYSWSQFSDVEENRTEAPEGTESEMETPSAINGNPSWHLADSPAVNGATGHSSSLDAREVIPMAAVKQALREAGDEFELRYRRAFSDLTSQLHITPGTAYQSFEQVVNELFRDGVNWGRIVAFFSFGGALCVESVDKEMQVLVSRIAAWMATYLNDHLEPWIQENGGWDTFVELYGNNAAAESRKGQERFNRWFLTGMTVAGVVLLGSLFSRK
Numbers without * were called inactive; · = not tested or not shown.

SMILES	ZTA counter	MEX-5 binding	EBNA-1 inh	MCL1 BIM primary	Fam108B counter	Yeast superoxide	Efflux pump inh	GLD-1 RNA inh	BCLXL inh
O=C(Nc1ccon1)C(Sc1ccccc1)c1ccccc1 (centres undefined)	7.7	1.1	-0.6	-1.2	-1.3	125.5	-0.1	-2.6	2.3
CCN(C(=O)COC(=O)c1ccc2[nH]c3c(c2c1)CCCC3)C1CCS(=O)(=O)C1 (centres undefined)	-2.8	-1.3	-3.3	-6.9	-2.7	114.2	0.1	7.7	-8.0
COCCCNC(=S)NNC(=O)Cn1nc(C)c(Br)c1C	2.6	-4.0	7.1	3.3	0.2	94.8	2.4	2.3	-0.9
Brc1ccccc1OCCCCn1cnc2ccccc21	-6.2	1.4	-4.1	1.8	0.9	104.0	0.1	6.8	3.5
O=C(O)CSc1ncnc2nc[nH]c12	-1.5	-0.4	0.9	8.5	4.1	106.6	0.2	-8.0	2.1
CNC(=O)COC(=O)c1cc(NC(=O)c2ccco2)c(OC)c(OC)c1	-7.9	1.4	17.5	-7.7	2.8	80.1	0.1	-4.9	5.3
O=C(COC(=O)c1nc(Cl)ccc1Cl)Nc1ncc(Cl)cc1Cl	-30.1	-7.5	-3.8	2.9	2.5	104.1	0.2	7.6	12.3
COc1cc(OC)c(NC(=O)C2CCCN2C(=O)OCc2ccccc2)cc1Cl (centres undefined)	5.9	0.7	5.1	0.3	-1.6	98.7	0.0	2.9	0.5
COc1ccc(OCCCON2C(=O)c3ccccc3C2=O)cc1	2.5	2.1	-4.4	14.3	1.7	101.7	0.1	-5.2	8.1
O=C(c1cc(COc2ccc3ncccc3c2)on1)N1CCCC1	0.9	0.5	-6.8	-4.1	-3.6	107.1	0.1	3.3	2.8
CSc1ccc(/C=N/N2CCN(C)CC2)cc1	-8.8	1.7	1.6	4.0	1.9	81.6	-0.1	-0.2	7.6
CCCN(CCC)CCCNC(=S)Nc1ccc2nc(N3CCN(C)CC3)cc(C)c2c1	-1.2	0.8	2.6	8.0	3.0	92.4	-0.1	7.6	9.6
O=C(c1cccc(C(F)(F)F)c1)C1CCCN(C(=O)C2CCOCC2)C1 (centres undefined)	1.7	-5.0	9.3	-5.6	2.0	111.7	0.0	-5.4	0.4
COc1ccc(-n2cnc(N)c2C(=O)c2cccc([N+](=O)[O-])c2)cc1	0.9	-3.1	-3.8	3.9	-4.5	95.3	-0.1	3.5	2.3
Cc1c(Br)c([N+](=O)[O-])nn1CC(=O)NC1CCCCCC1	-11.2	3.1	-6.0	7.8	2.0	125.7	0.0	4.1	5.4
O=C(Nc1cccc2c1CCCC2)c1ccccc1Br	-7.7	2.0	-10.3	0.3	-0.9	103.5	-0.2	-0.5	-4.0
COc1ccc(C(=O)Nc2ccc(C3=NNC(=O)CC3C)cc2NC(=O)c2ccc(OC)cc2)cc1 (centres undefined)	-11.6	2.4	-9.4	6.1	-1.0	91.1	0.6	-2.1	1.6
CN(C#N)c1nc(Cl)nc(Nc2cccc(Cl)c2)n1	-2.2	2.3	16.8	-2.4	-5.2	103.0	-3.3	2.0	1.1
COCn1c(-c2ccc(OC)cc2)nc2ccccc21	7.2	-1.3	0.8	-1.3	-5.5	99.6	0.3	-5.6	-4.4
N/C(=N\OC(=O)CCC1CCCCC1)c1cccc([N+](=O)[O-])c1	-8.3	0.3	-3.9	3.3	0.5	142.1	0.1	-3.5	4.7
COc1ccc(CNC(=O)Nc2cccs2)cc1OC	3.1	0.8	-8.2	17.5	-4.8	107.6	-0.1	-8.7	12.6
COCCCNCC(O)COc1ccccc1F (centres undefined)	-3.6	·	3.7	3.6	0.4	99.8	-0.1	3.6	2.7
COc1ccc(S(=O)(=O)Nc2ccc3c(c2)OCCO3)cc1OC	-9.6	0.9	-2.4	-2.0	-6.3	99.4	-0.1	3.5	1.1
CN(C)c1ccc(/C=N/NC(=O)c2ccco2)cc1	-14.4	0.2	0.1	3.9	-4.5	112.0	-0.1	2.3	0.1
COc1ccc(NC(=O)CN(Cc2ccco2)Cc2ccco2)cc1S(=O)(=O)N1CCCCC1	7.8	·	·	-0.1	·	90.4	0.3	0.9	-1.6
CN1CCN(NC(=O)c2ccc(Cl)c(S(=O)(=O)Nc3ccc(Cl)cc3)c2)CC1	1.4	0.3	-6.9	9.0	3.9	97.3	0.1	-2.3	3.3
O=C(NN1CCOCC1)c1cc(-c2ccccc2)nc2ccccc12	-18.3	-0.8	0.5	3.1	1.9	93.7	-0.1	4.1	0.6
CC1(C)COC(/C=C/c2ccc([N+](=O)[O-])cc2)=N1	-3.2	0.1	-6.3	6.7	3.7	102.0	0.5	2.5	3.2
COc1cccc(CNc2ncnc3cc(OC)c(OC)cc23)c1	6.4	0.7	-5.2	4.6	0.5	99.0	0.0	1.9	-5.7
O=C(N/N=C/c1ccncc1)c1ccc(NC(=O)c2cccc(Cl)c2)cc1	-5.2	-2.2	-8.0	-35.6	2.9	102.6	0.0	-0.5	-15.5

Arranged by length of the SMILES (lowest first): 3 of the compounds above
SMILES	ZTA counter	MEX-5 binding	EBNA-1 inh	MCL1 BIM primary	Fam108B counter	Yeast superoxide	Efflux pump inh	GLD-1 RNA inh	BCLXL inh
CN(C)c1ccc(/C=N/NC(=O)c2ccco2)cc1	-14.4	0.2	0.1	3.9	-4.5	112.0	-0.1	2.3	0.1
CC1(C)COC(/C=C/c2ccc([N+](=O)[O-])cc2)=N1	-3.2	0.1	-6.3	6.7	3.7	102.0	0.5	2.5	3.2
CN1CCN(NC(=O)c2ccc(Cl)c(S(=O)(=O)Nc3ccc(Cl)cc3)c2)CC1	1.4	0.3	-6.9	9.0	3.9	97.3	0.1	-2.3	3.3

Remaining list, next part
SMILES	ZTA counter	MEX-5 binding	EBNA-1 inh	MCL1 BIM primary	Fam108B counter	Yeast superoxide	Efflux pump inh	GLD-1 RNA inh	BCLXL inh
COCCn1c(CN2CCN(c3ccccc3)CC2)nc2c1c(=O)n(C)c(=O)n2C	-13.9	-0.1	-8.2	38.0	0.8	107.9	-0.1	32.9*	27.8
Cc1c(C(=O)OCC(=O)Nc2ccc(N3CCOCC3)cc2)oc2ccccc12	16.4	-5.7	11.2	-2.3	-0.9	98.7	0.0	-2.8	4.3
Cc1cccc(C)c1NC(=O)NC1(C(=O)NCc2ccncc2)CCCCC1	-4.7	2.5	4.5	-6.6	-0.2	96.1	-0.1	6.5	-1.8
CCOc1cc(C2C(C(C)=O)=C(C)Nc3ncnn32)ccc1O (centres undefined)	-9.4	0.0	-2.5	5.9	-6.2	92.6	-0.1	-0.5	4.7
COc1ccc(S(=O)(=O)N2CCC(C(=O)NCc3ccncc3)CC2)cc1C	-3.9	-2.4	4.0	5.5	-2.0	106.5	0.0	3.6	1.3
CC(=O)Nc1ccc(-c2cn3cc(C)ccc3n2)cc1	-1.7	2.1	1.2	-1.6	0.0	101.6	6.5*	2.8	4.5
Cc1cccc2[nH]c3c(N4CCN(C(=O)c5ccco5)CC4)ncnc3c12	-2.5	0.4	-25.1	-3.1	2.5	127.2	0.1	-0.3	1.2
NNC(=O)Nc1cccc(C(F)(F)F)c1	-14.4	0.3	-7.0	9.1	-8.1	93.4	0.1	1.7	3.9
O=C(Cn1c(=O)n(CC(=O)NCc2ccccc2)c2ccccc21)NCc1ccccc1	-3.8	0.3	24.5	3.7	-0.8	97.0	0.1	1.2	3.1
O=C(/C=C/c1ccco1)Nc1nnc(-c2ccco2)s1	-3.2	0.0	1.4	9.5	-3.8	116.2	0.0	3.9	2.0
CCC(C)(C)NC(=O)C(c1ccncc1)N(Cc1ccc(C)cc1)C(=O)c1csnn1 (centres undefined)	4.3	4.1	1.4	4.9	-1.8	99.2	-0.1	-1.7	5.5
Cc1nc2ccc(NC(=O)CCS(=O)(=O)c3ccccc3)cc2s1	-7.1	1.5	-3.0	-7.9	-0.8	111.5	0.0	3.9	3.8
N#Cc1c(NC(=O)CSc2nnc(-c3ccco3)n2-c2ccccc2)sc2c1CCC2	21.3	-1.6	10.2	-3.2	-4.3	97.3	0.0	-1.8	-1.5
O=C(CCn1c(=O)c2ccccc2n(CC(=O)NC2CCCC2)c1=O)NCc1ccco1	-8.9	2.0	-0.2	9.9	1.1	88.2	0.0	-0.9	5.6
Cc1nc2ccccc2c(=O)[nH]1	26.4	-0.2	10.3	4.2	-6.5	111.1	0.2	6.3	3.3
O=C(N/N=C/c1ccc[nH]1)c1ccc(COc2cccc3cccnc23)cc1	-19.1	-2.0	-8.1	4.9	0.9	99.4	-0.1	-2.3	5.2
Cc1nnc2c(Oc3ccccc3)nc3ccccc3n12	-12.3	1.1	-3.7	0.5	1.4	91.7	0.2	3.8	6.6
Clc1ccccc1-c1nc2ccccc2c2nncn12	-8.8	2.8	5.5	0.9	5.2	101.3	-0.1	5.2	1.4
COc1cccc(NC(=O)c2cc(CN3C(=O)c4ccccc4C3=O)ccc2OC)c1	-8.6	-1.5	-4.3	-18.0	-9.6	112.7	-0.1	0.9	-0.2
C/C(=N\NC(=S)NCc1ccccc1)c1ccc(Cl)s1	10.8	-3.1	2.5	5.9	0.4	97.3	0.0	-9.4	4.3
CCN(C(=O)COC(=O)CSc1cc(C)c2ccccc2n1)c1ccccc1	-2.8	0.4	0.3	-4.4	-5.9	98.4	-0.1	5.0	0.1
COc1ccc(C(=O)C(OC(=O)CNC(=O)c2ccco2)c2ccccc2)cc1 (centres undefined)	11.5	0.0	3.6	3.6	-2.5	91.8	-0.1	3.8	5.4
Cc1c(NC(=O)/C(C#N)=C/c2ccc(-c3ccc(Cl)cc3)o2)c(=O)n(-c2ccccc2)n1C	-12.2	2.8	-6.8	-2.9	8.3	108.2	-0.2	-1.0	0.7
COc1cc(OC)cc(C(=O)NNC(=O)c2cc(=O)[nH]c3ccccc23)c1	-21.0	-0.9	-4.7	0.2	-5.7	106.9	0.0	-2.7	0.5
NC(=O)CC(NC(=O)Cc1cccc2ccccc12)c1ccc(NC2CCC2)c([N+](=O)[O-])c1 (centres undefined)	-3.0	0.4	-10.1	-7.2	-7.3	108.2	0.2	-0.2	-5.7
COc1ccc(NC(=O)C2OC3OC(C)(C)OC3C3OC(C)(C)OC23)cc1 (centres undefined)	-23.0	0.3	-1.7	8.6	4.3	90.1	1.5*	8.4	6.9
CCOC(=O)C(NC(C)=O)(Nc1ccc(S(=O)(=O)Nc2cc(C)nc(C)n2)cc1)C(F)(F)F (centres undefined)	-4.7	1.0	12.4	-0.9	2.4	69.5	0.0	-1.9	2.8
CCOC(=O)Cc1csc(NC(=O)CCCc2ccccc2)n1	-6.2	0.1	-0.2	9.0	-0.1	95.0	-0.3	-1.5	9.4
NC(=O)c1nsc(C(=O)N(CC(=O)NCc2ccc3c(c2)OCO3)C2CCCCC2)c1N	10.7	-0.4	-4.3	4.2	2.4	106.1	0.1	5.7	1.0

With a hit mark in GLD-1 RNA inh, among the entries above:
compound | MEX-5 binding | EBNA-1 inh | MCL1 BIM primary | Efflux pump inh | GLD-1 RNA inh | BCLXL inh
COCCn1c(CN2CCN(c3ccccc3)CC2)nc2c1c(=O)n(C)c(=O)n2C | -0.1 | -8.2 | 38.0 | -0.1 | 32.9* | 27.8

Record cards, from the list above:
`CCN(C(=O)COC(=O)CSc1cc(C)c2ccccc2n1)c1ccccc1` is entered as ZTA counter = -2.8; MEX-5 binding = 0.4; EBNA-1 inh = 0.3; MCL1 BIM primary = -4.4; Fam108B counter = -5.9; Yeast superoxide = 98.4; Efflux pump inh = -0.1; GLD-1 RNA inh = 5.0; BCLXL inh = 0.1
`NC(=O)CC(NC(=O)Cc1cccc2ccccc12)c1ccc(NC2CCC2)c([N+](=O)[O-])c1` (centres undefined) is entered as ZTA counter = -3.0; MEX-5 binding = 0.4; EBNA-1 inh = -10.1; MCL1 BIM primary = -7.2; Fam108B counter = -7.3; Yeast superoxide = 108.2; Efflux pump inh = 0.2; GLD-1 RNA inh = -0.2; BCLXL inh = -5.7
